Compound activity: PubChem, The Scripps Research Institute Molecular Screening Center
proCasp3 act: procaspase-3 (human) activation; P42574; recombinant procaspase-3 D3A, Ac-DEVD-pNA absorbance 405 nm; activation, % at 8.5 µM; 0.11% of 330,000 active; AID 463141;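 active = activation above the mean of all tested compounds plus 3 SD, cut at about 21% in these data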;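 note: 0% = DMSO alone and 100% = DMSO wells spiked with extra 5 µM PC-3 D3A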
Target sequence (P42574 whole entry D9A/D28A/D175A): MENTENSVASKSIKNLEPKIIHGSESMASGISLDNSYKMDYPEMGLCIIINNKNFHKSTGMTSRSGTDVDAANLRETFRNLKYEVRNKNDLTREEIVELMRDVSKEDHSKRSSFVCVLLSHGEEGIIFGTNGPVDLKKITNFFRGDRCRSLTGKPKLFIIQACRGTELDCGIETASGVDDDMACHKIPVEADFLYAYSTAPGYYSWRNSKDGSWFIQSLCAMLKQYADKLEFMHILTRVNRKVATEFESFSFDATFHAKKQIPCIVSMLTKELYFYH
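Assay system: Procaspase-3 D3A mutant, all three cleavage aspartates alanine. Buffer or medium: Zinc-free HEPES saline buffer with Triton X-100. Times: 1 h compound preincubation, 2 h substrate hydrolysis at 25 °C. Measured by: 405 nm absorbance of p-nitroaniline, reads at 0 and 120 min. Read-out basis: percent activation relative to control range. Replicates: singlicate.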
AHR act: activates the human aryl hydrocarbon receptor; AHR-responsive luciferase reporter cells, luminescence; 2.5% of 320,000 active; activation, % at 5 µM; AID 2796; in the data active = activation above about 47%;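 note: 0% = vehicle wells and 100% = reference agonist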
TPT1 inh: blocks Candida albicans tRNA 2'-phosphotransferase; inhibition, % at 5 µM; AID 1962; 0.81% of 300,000 active; recombinant caTPT1, FP RNA substrate dephosphorylation;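 active = inhibition above the mean of all tested compounds plus 3 SD, set per screening campaign, cut at about 24% in these data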;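 note: plate controls were DMSO alone for no effect and ferristatin control at 100 nM for full effect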
procasp7 counter: counter-screen: procaspase-7 (human) activation | P55210 | recombinant procaspase-7, Ac-DEVD-pNA absorbance 405 nm; D23A/D198A/D206A triple mutant, cannot self-cleave; scale: DMSO 0, 5 µM enzyme 100 | activation, % at 8.5 µM | 0.093% of 330,000 active | AID 463210;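 active = percent activation above the screen-wide mean plus 3 SD, cut at about 25% in these data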
Target sequence (P55210 whole entry D23A/D198A/D206A): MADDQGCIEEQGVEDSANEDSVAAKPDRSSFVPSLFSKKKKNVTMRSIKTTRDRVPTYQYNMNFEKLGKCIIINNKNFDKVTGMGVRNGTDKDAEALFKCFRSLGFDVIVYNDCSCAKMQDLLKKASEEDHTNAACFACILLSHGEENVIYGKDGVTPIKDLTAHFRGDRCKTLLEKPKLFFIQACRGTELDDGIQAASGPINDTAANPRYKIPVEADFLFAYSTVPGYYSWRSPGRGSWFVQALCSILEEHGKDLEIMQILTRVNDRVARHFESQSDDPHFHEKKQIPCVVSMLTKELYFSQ
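System: Procaspase-7 triple mutant (PC-7 D3A); measure: % activation from two-timepoint absorbance difference, scaled to controls; times: 1 h compound preincubation, 2 h substrate cleavage, 25 °C; also added: Ac-DEVD-pNA substrate, 400 µM as added; measured by: Epi-absorbance of released pNA at 405 nm, two timepoints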
PAFAH2 FP inh: PAFAH2 (human) inhibition; 0.99% of 340,000 active; inhibition, % at 3.39 µM; AID 492956; recombinant PAFAH2, FP-rhodamine activity probe, fluorescence polarization; Q99487;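 active = inhibition above the mean over all tested compounds plus 3 SD, cut at about 30% in these data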;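 note: inhibitors block probe labeling of enzyme so polarization drops; 0% = enzyme with DMSO and 100% = wells lacking PAFAH2 protein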
HCV core dimer: HCV core protein dimerization inhibition; AID 1899; 0.33% of 300,000 active; TR-FRET GST/Flag-core106 dimerization, 1536-well; inhibition, % at 5 µM;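 active = inhibition above the mean of all tested compounds plus 3 SD, set per screening campaign, cut at about 45% in these data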
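System – GST-tagged and Flag-tagged HCV core protein residues 1-106 · Repeats – one well for each compound · Technique – TR-FRET 671 and 617 nm emission · Doses – one concentration, 5 µM, in 0.5% DMSO · Times – 4 h, 22.5 °C incubation · Also added – Eu donor and XL665 acceptor anti-tag antibodies · Measure – percent inhibition of core106 dimerization signal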
CTSL1 counter: blocks F. hepatica cathepsin L1 in PFM18AAP counter-screen; recombinant F. hepatica cathepsin L1, Z-Leu-Arg-MCA fluorescence; 0.49% of 300,000 active; inhibition, % at 5.96 µM;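 active = inhibition above the mean of all tested compounds plus 3 SD, set per screening campaign, cut at about 17% in these data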;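 note: 0% = plate median of test compound wells and 100% = 1 µM Z-Phe-Ala-diazomethylketone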
PP5 inh: blocks human protein phosphatase 5 activity; P53041; purified PP5c, OMFP substrate fluorescence; inhibition, % at 6.7 µM; 0.18% of 320,000 active; AID 1987;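 active = inhibition above the campaign's mean inhibition across all tested compounds plus 3 SD, cut at about 9.5% in these data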;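 note: 0% = DMSO only and 100% = 100 µM cantharidin control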
PP1 counter: counter-screen for PP5 inhibitors: inhibitors of human PP1-alpha. P62136. purified PP1alpha, OMFP fluorescence. inhibition, % at 6.7 µM. 0.9% of 320,000 active;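 active = inhibition above the mean inhibition of all tested compounds plus 3 SD, computed separately for each screening campaign, cut at about 15% in these data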
Target sequence (P62136 whole entry, looked up): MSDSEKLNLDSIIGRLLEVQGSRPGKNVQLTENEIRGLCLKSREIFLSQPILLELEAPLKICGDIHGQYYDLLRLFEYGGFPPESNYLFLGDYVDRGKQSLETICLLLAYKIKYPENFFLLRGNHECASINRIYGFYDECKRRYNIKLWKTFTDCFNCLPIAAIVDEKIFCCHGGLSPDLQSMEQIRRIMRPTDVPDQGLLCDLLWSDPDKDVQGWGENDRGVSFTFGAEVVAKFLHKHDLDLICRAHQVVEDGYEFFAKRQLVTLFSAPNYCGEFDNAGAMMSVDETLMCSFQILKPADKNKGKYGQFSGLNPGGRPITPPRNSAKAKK
The depositor's hits bear a star; / = no result given.

structure	proCasp3 act	AHR act	TPT1 inh	procasp7 counter	PAFAH2 FP inh	HCV core dimer	CTSL1 counter	PP5 inh	PP1 counter
Cc1ccc(NS(=O)(=O)c2ccc(CCC(=O)NCc3cccnc3)cc2)cc1	1	1	-4	6	6	3	3	0.4	0
Cc1ccc(NS(=O)(=O)c2ccc(NC(=O)[C@@H]3CCCC[C@@H]3C(=O)O)cc2)c(C)c1	9	2	1	-2	-5	10	-2	2.2	-3
CCOc1ccc(NC(=O)COn2nnc3ccc(S(=O)(=O)N4CCOCC4)cc32)cc1	-1	6	-3	-2	5	4	3	0.1	-1
COc1cccc(N2C(=O)C3ON(c4ccccc4)C(c4cccs4)C3C2=O)c1 (stereo not drawn)	4	-1	-2	5	-8	3	0	-1.0	0
CN(CC(=O)Nc1ccccc1Cl)C(=O)c1cccc(-n2cccc2)c1	1	-1	1	-11	3	6	-6	0.8	2
CCOC(=O)C1(Cc2cccc(F)c2)CCN(Cc2ccon2)CC1	-3	1	-1	9	/	-1	2	0.9	-4
CC(C)c1ccc(O)c(NC(=S)NC(=O)CCc2ccccc2)c1	1	33	-2	-19	1	0	0	0.1	-4
CC1(C)CC(=O)C(/C=N/c2ccccn2)=C(O)C1	-6	-1	-1	-4	-6	2	2	1.1	2
COc1ccc(S(=O)(=O)N2CCOCC2)cc1NC(=O)c1ccc(OCC(C)C)c(OC)c1	3	-2	/	-3	4	/	/	3.5	-3
Cc1cc(C(F)(F)F)c2c(N)c(C(=O)Nc3cc(C)on3)sc2n1	12	-4	-2	3	3	5	0	1.6	4
CN(CCO)c1cc(NCCCN2CCC(Cc3ccccc3)CC2)c2nonc2c1[N+](=O)[O-]	1	1	2	-3	4	0	-1	1.8	-5
O=C(Oc1ccc(/C=N/NC(=O)c2ccccn2)cc1)c1cccc(F)c1	0	5	-1	0	-2	-2	1	-1.6	-4
CCOC(=O)C1(C)C=C(Nc2ccc(O)cc2)C(=O)N1c1ccc(O)cc1 (stereo not drawn)	-21	-1	0	-29	7	-15	9	7.7	1
COc1cccc(CC2(CO)CCN(S(=O)(=O)c3ccc(OC)cc3OC)CC2)c1	9	1	-1	-4	-1	6	-3	6.4	0
CCC1CCCCN1C(=O)CSc1nnc(-c2ccc(OC)cc2)o1 (stereo not drawn)	6	1	-4	4	1	-1	1	1.9	-2
CCCNC(=O)C(Cc1ccc(I)cc1)NC(=O)c1ccc2ccccc2n1 (stereo not drawn)	3	3	/	12	14	/	/	2.1	3
COC(=O)c1ccccc1NC(=O)c1ccc2c(c1)OCCCO2	-1	3	3	-5	0	-4	0	3.0	1
O=[N+]([O-])c1ccccc1/C=N/Nc1nnc(-c2ccccc2)c(-c2ccccc2)n1	9	7	-4	0	-7	3	-5	2.3	-2
Cc1ccn(C(=O)c2ccc(NC(=O)CC(C)C)cc2)n1	-12	1	3	-15	62*	-6	-3	3.5	-16
CCc1ccc(-c2nc(CS(=O)CC(=O)O)c(C)o2)cc1 (stereo not drawn)	-6	14	-1	-7	-9	4	-2	-1.6	0

3 compounds already listed, arranged by their value in PAFAH2 FP inh, high to low.
compound | PAFAH2 FP inh
COC(=O)c1ccccc1NC(=O)c1ccc2c(c1)OCCCO2 | 0
COc1cccc(CC2(CO)CCN(S(=O)(=O)c3ccc(OC)cc3OC)CC2)c1 | -1
O=C(Oc1ccc(/C=N/NC(=O)c2ccccn2)cc1)c1cccc(F)c1 | -2

Next part.
structure	proCasp3 act	AHR act	TPT1 inh	procasp7 counter	PAFAH2 FP inh	HCV core dimer	CTSL1 counter	PP5 inh	PP1 counter
CCOC(=O)C1CCN(C(=O)C2CCN(S(=O)(=O)c3ccc4c(c3)CC(C)N4C(C)=O)CC2)CC1 (stereo not drawn)	1	4	3	-4	-8	-5	-3	-3.3	-4
Cc1ccc(NC(=O)[C@@H](NC(=O)c2cccc(S(=O)(=O)N3CCOCC3)c2)C(C)C)cc1C	-8	5	0	1	-5	-6	0	2.4	-4
Cn1c(CO)nc2c3ccccc3ccc21	0	11	-2	4	4	3	-1	1.6	4
O=C(NCCN1CCN(C(=O)c2ccccc2Cl)CC1)C(=O)NCc1ccccc1	-4	2	0	5	-4	4	-4	0.4	-7
O=C(/C=C/c1cccc([N+](=O)[O-])c1)NCCN1C(=O)S/C(=C\c2ccc(F)cc2)C1=O	0	-5	-1	-2	-2	22	-2	0.3	0
Cc1noc(C)c1C(=O)Nc1ccc2ccccc2c1	4	2	-3	-1	5	-1	-2	1.7	-4
O=C(NCc1ccc(F)cc1)C1CCC(=O)N1CCc1ccccc1 (stereo not drawn)	4	-1	1	1	3	9	-2	-2.5	1
Cc1ccc(C)c(-c2nnc(NC(=O)CCS(=O)(=O)c3ccc(F)cc3)o2)c1	2	4	0	-10	8	4	-4	-0.6	1
COc1ccccc1-n1cnnc1SCC(=O)NC1CCCC1	0	0	/	6	5	/	/	0.5	-2
NS(=O)(=O)c1ccc2nc(NC(=O)c3ccc4c(c3)OCCO4)sc2c1	2	-7	1	6	-6	18	0	1.5	4
COc1ccc(CNC(=O)COC(=O)/C=C/c2cccc(Br)c2)cc1	-2	7	0	8	-2	-4	1	1.6	0
Cc1cc(NC(=O)Cc2cc(F)cc(F)c2)no1	-2	2	3	9	0	-7	-6	-1.1	0
Cc1c(NC(=O)Nc2ccc(F)cc2)c(=O)n(-c2ccccc2)n1C	0	3	-3	-6	18	-1	-1	-1.1	-2
Cc1onc(-c2c(F)cccc2Cl)c1C(=O)OCC(=O)c1c[nH]c2ccccc12	6	19	2	9	5	4	1	3.0	2
CC(Sc1ccccn1)C(=O)NC1CCCC1 (stereo not drawn)	11	0	/	6	3	/	/	0.3	-2
CCc1ccc(C(=O)NNc2ccc(C)c(Cl)c2)cc1	-6	11	0	-9	/	0	2	1.2	2
Cc1ccc(-c2nc(CSCC(=O)NCC3CCCO3)c(C)o2)cc1 (stereo not drawn)	12	3	-3	-3	-8	4	-5	2.1	-3
COC(=O)c1sc(-c2ccccc2)cc1NC(C)=O	6	4	-2	-4	0	5	2	0.4	1
COc1ccc(N2CC(C(=O)N/N=C/c3ccc([N+](=O)[O-])cc3)CC2=O)cc1 (stereo not drawn)	4	6	2	0	3	-5	3	4.0	-2
CC(C)CN(Cc1c(O)ccc2c(=O)c(-c3ccccc3)coc12)CC(C)C	-2	-1	-1	-5	-9	-5	6	-7.1	2

The list goes on.
structure	proCasp3 act	AHR act	TPT1 inh	procasp7 counter	PAFAH2 FP inh	HCV core dimer	CTSL1 counter	PP5 inh	PP1 counter
COc1cccc(OC)c1C(=O)NC(=S)Nc1ccc2oc(-c3ccncc3)nc2c1	3	2	0	3	-2	18	6	0.5	-2
COC(=O)CSc1n[nH]c(-c2cccnc2)n1	6	-1	-4	14	6	-17	3	-0.3	-2
O=C(NCc1ccco1)c1cccc(F)c1	3	-1	0	1	8	4	1	-1.2	0
CCC(C(=O)Nc1ccccc1Cl)n1nc(C)c2c(C)n(-c3ccccc3)nc2c1=O (stereo not drawn)	-2	-2	1	4	4	11	1	1.5	0
Cn1c(SCc2ccccc2)nnc1-c1cnccn1	1	3	0	0	4	-1	3	2.1	-2
Cc1c(NC(=O)c2cc(-c3ccc4c(c3)OCO4)on2)c(=O)n(-c2ccccc2)n1C	2	-2	-3	-1	3	3	-3	-1.0	-5
CCOc1ccc(NC(=O)C(C)C(Cc2ccc(C)cc2)C(=O)O)cc1 (stereo not drawn)	5	0	-3	4	10	-2	1	-1.8	-2
O=C1C=C(c2ccccc2)C[C@@H](c2ccc3c(c2)OCO3)C1	1	36	/	7	3	/	/	-0.1	2
Cc1cc(=O)[nH]c2c1cnn2C(C)c1ccccc1 (stereo not drawn)	-2	0	-4	-12	3	-2	3	-1.9	-5
COc1cc2cncc(Cc3ccc(Cl)cc3)c2cc1OC	11	2	/	-4	-2	/	/	2.9	7
O=Cc1ccc(-c2cccc([N+](=O)[O-])c2)o1	-1	0	3	3	3	4	1	-2.0	-3
CC(=O)Nc1ccc(S(=O)(=O)NNC(=O)COc2ccc(C)cc2)cc1	-3	9	-7	-6	-3	-10	3	-3.4	-5
CCCCN1C(=O)/C(=C2\SC(N3CCOCC3)=NC2=O)c2ccccc21	9	5	-2	1	-6	-11	0	1.1	-5
O=C(OCC(=O)N1CCCc2ccccc21)c1cc(S(=O)(=O)N2CCOCC2)ccc1Cl	4	-2	-2	-6	7	-2	-4	1.6	-3
O=C(CN1C(=O)c2ccccc2S1(=O)=O)Nc1ncccn1	1	0	-1	11	-1	4	3	-1.3	-1
COc1ccc(-c2cnn3c4c(c(C)nc23)CCN4C(C)C)cc1OC	3	20	-1	-1	-6	-5	1	3.9	-2
Cc1ccccc1NC(=O)Cc1nc(COC(=O)COc2ccccc2C(C)C)cs1	-8	1	/	-5	0	/	/	4.0	1
O=C(CCN1C(=O)/C(=C/c2ccccc2Cl)SC1=S)Nc1ccccc1C(=O)O	-7	0	-2	-8	11	16	2	0.6	11
COc1ccc(-c2nnc(SCc3c(C)noc3C)n2N)cc1OC	4	10	-1	3	-1	2	0	4.4	0
CN(CC(=O)Nc1ccc(F)cc1)C(=O)COC(=O)c1cc(S(=O)(=O)N(C)C)ccc1N1CCCC1	12	-1	1	-8	-2	-1	6	2.2	-2

Reprinted at random: two records from the list, in no set order.
structure	proCasp3 act	AHR act	TPT1 inh	procasp7 counter	PAFAH2 FP inh	HCV core dimer	CTSL1 counter	PP5 inh	PP1 counter
Cc1cc(C(F)(F)F)c2c(N)c(C(=O)Nc3cc(C)on3)sc2n1	12	-4	-2	3	3	5	0	1.6	4
Cc1onc(-c2c(F)cccc2Cl)c1C(=O)OCC(=O)c1c[nH]c2ccccc12	6	19	2	9	5	4	1	3.0	2

Further compounds
structure	proCasp3 act	AHR act	TPT1 inh	procasp7 counter	PAFAH2 FP inh	HCV core dimer	CTSL1 counter	PP5 inh	PP1 counter
Cc1cccc(-n2ncc3c(N4CCCC4)ncnc32)c1	1	-8	0	3	12	6	-4	2.4	-2
CSc1nc(C)c(CCOC(=O)c2ccccc2)c(=O)[nH]1	7	-2	2	6	-10	3	-2	1.5	0
C=CCOc1ccccc1CN1CCCC(CCC(=O)N(C)CCc2ccccn2)C1 (stereo not drawn)	-2	-1	-1	6	6	-3	-1	0.3	-3
O=C(Nc1ccccc1Oc1ccccc1)c1ccc(Br)o1	-8	2	-6	15	3	11	5	1.3	0
Cc1cccc(CNS(=O)(=O)c2csc(C(N)=O)c2)c1	-9	1	0	-5	10	-3	3	-0.2	2
COC(=O)c1sc(-c2ccc(C(C)(C)C)cc2)cc1NC(=O)/C=C/C(=O)O	-7	-7	0	-6	-3	-56	2	4.9	14
Cc1nccc(-c2ccc(-n3c(C)ccc3C)cc2)n1	-2	2	14	5	-1	2	-1	2.8	-2
Cc1nc(N2CCC(C)CC2)c2nnn(Cc3ccccc3)c2n1	10	0	0	-6	-2	4	-1	3.1	1
COCCN(C(=O)CNC(=O)c1ccco1)C(C(=O)NC1CCCC1)c1ccc(OC)cc1 (stereo not drawn)	-7	1	-2	-3	-4	-16	1	1.5	5
